rTrxR1 inhibitor: blocks rat thioredoxin reductase 1; O89049; recombinant rTrxR1, NADPH fluorescence consumption, selenite substrate; Potency, µM (highest dose often 114 µM), inactives show at the highest dose activity change, negative = inhibition, actives largely listed as inhibitors; 1% of 390,000 active; AID 588453; note: potency is the fitted concentration of half-maximal effect; % is set by controls: 0 for no effect and ±100 for the full control effect; nearly all actives have a fitted effect of over 65% in size
Target sequence (O89049 whole entry, looked up): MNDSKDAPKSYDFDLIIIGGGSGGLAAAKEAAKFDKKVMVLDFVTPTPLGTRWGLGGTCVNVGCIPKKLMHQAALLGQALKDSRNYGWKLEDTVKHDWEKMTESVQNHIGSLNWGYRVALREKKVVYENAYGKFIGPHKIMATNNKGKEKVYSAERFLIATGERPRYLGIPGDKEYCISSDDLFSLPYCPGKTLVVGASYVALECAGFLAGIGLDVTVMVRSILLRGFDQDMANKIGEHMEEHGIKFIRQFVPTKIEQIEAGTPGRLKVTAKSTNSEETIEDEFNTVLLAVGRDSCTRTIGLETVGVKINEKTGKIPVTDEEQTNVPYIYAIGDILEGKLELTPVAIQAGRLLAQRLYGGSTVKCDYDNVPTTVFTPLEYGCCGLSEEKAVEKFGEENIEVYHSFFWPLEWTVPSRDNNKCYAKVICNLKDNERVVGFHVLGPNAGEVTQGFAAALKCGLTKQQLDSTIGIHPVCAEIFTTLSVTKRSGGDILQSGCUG
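Rat TrxR1 (90 nM in the dispensed reagent) was pre-reduced with 400 uM NADPH for 5 min at room temperature, then incubated with compound for 15 min. After 400 uM selenite was added, NADPH fluorescence (Ex 340/Em 450 nm) was followed for 8 min.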
PGK inhibitor: inhibitors of T. brucei phosphoglycerate kinase | P07378 | PGK/GAPDH coupled, Kinase-Glo luminescence, 60 min | Potency, µM (series often up to 57.5 µM), for inactives: at the top dose activity change, negative = inhibition, hits mostly inhibitors | 0.043% of 380,000 active; note: potency is the fitted concentration of half-maximal effect; % is set by controls: 0 for no effect and ±100 for the full control effect; nearly all actives have a fitted effect of over 60% in size
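Recombinant glycosomal PGK reaction used 1,3-bisphosphoglycerate generated in-well by GAPDH (100nM final) in 100mM TEA pH 7.6, 5mM MgCl2, 0.01% Tween-20. After 60 minutes at room temperature, ATP was read by Kinase-Glo Plus luminescence end-point.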
TrxR1 substrate: rat thioredoxin reductase 1 substrate activity. O89049. purified TrxR1 substrate turnover, NADPH consumption readout. 0.01% of 390,000 active. Potency, µM (top dose mostly 114 µM), for the others: at the highest dose activity change, negative = substrate turnover; note: potency is the fitted concentration of half-maximal effect; % is set by controls: 0 for no effect and ±100 for the full control effect; nearly all actives have a fitted effect of over 50% in size
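Rat TrxR1, dispensed at 90 nM, was prereduced with 400 uM NADPH (final) for 5 min at ~22 deg C, then incubated with compound 15 min before 400 uM selenite. A first-read NADPH fluorescence drop versus no-compound background flagged substrates.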
mIDH1 inhibitor: blocks human mutant IDH1 R132H enzyme | Potency, µM (doses to about 76.6 µM), for inactives: at the top dose activity change, negative = inhibition, hits mostly inhibitors | O75874 | AID 602179 | 0.093% of 390,000 active | IDH1-R132H enzyme, NADPH consumption, diaphorase/resazurin fluorescence; note: potency is the fitted concentration of half-maximal effect; % is set by controls: 0 for no effect and ±100 for the full control effect; nearly all actives have a fitted effect of over 65% in size
Target sequence (O75874 whole entry R132H, stated change not applied): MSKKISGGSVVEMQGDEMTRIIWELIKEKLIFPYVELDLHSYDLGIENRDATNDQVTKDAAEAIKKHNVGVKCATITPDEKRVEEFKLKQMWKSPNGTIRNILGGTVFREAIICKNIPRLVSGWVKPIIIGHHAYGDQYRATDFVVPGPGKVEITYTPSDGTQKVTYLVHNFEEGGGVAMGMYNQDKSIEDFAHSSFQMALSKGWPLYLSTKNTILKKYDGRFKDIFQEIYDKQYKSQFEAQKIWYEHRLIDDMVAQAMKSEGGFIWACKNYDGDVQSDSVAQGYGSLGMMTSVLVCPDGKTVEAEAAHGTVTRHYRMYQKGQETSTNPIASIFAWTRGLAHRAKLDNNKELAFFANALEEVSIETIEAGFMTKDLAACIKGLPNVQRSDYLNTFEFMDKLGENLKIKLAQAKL
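IDH1-R132H (0.5 ug/mL) preincubated 30 min with compound, then NADPH (0.016 mM) and alpha-KG (2 mM) added; 80 min at RT, pH 7.5. Remaining NADPH coupled via diaphorase/resazurin to fluorescence (540/590 nm); concentration-response curves normalized to no-enzyme control.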
Pin1 inh: blocks the human prolyl isomerase Pin1. Q13526. Pin1 FP peptide displacement, HiFluor488, 10 min. Potency, µM (series often up to 115 µM), inactives show at the top dose activity, negative = inhibition, usual class: inhibitors. 0.009% of 390,000 active; active = well fitted inhibition curve with a large enough effect in the polarisation, with a control signal flat, not every such curve was filed as active; inconclusive = small, poorly fitted or top-dose-only effect, or effect the other way, or a change in a side signal; inactive = no such curve, though single readings can be large or run the other way; the % refers to the polarisation; note: potency is the fitted concentration of half-maximal effect; % is set by controls: 0 for no effect and ±100 for the full control effect
PI4K2A inh: PI4K2A (human) kinase inhibition; Q9BTU6; purified PI4K2A, ADP-Glo luminescence, 1 h; stronger effect = lower value; activity change, negative = inhibition, % at 76.9 µM; 0.13% of 420,000 active; AID 1346378; in the data active = activity change below about -50%; inconclusive = mostly about -30% to -49%;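 note: -100% = wells without enzyme as full effect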
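Compounds are screened against recombinant PI4K2A using PI as substrate and ATP, the latter dispensed at 300 microM. Reactions run one hour at ambient temperature before ADP-Glo detection; full inhibition defined by wells lacking enzyme.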
GLS inhibitor: glutaminase GLS (human) inhibition; 0.21% of 410,000 active; Potency, µM (titrated, usually from 45.5 µM), for the others: at the highest dose activity change, negative = inhibition, actives largely listed as inhibitors; GLS enzymatic activity, qHTS titration; note: potency is the fitted concentration of half-maximal effect; % is set by controls: 0 for no effect and ±100 for the full control effect
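Human kidney-isoform GLS in 45 mM KH2PO4 pH 8.2, 0.02% Tween-20, with compound, started with 1mM L-Glutamine (added stock). Glutamate oxidase/HRP/Amplex red coupled fluorescence read at start and after 30 min at RT.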
HP1b binding inh: inhibitors of HP1-beta chromodomain binding to methylated histone tails; AID 540317; 0.56% of 390,000 active; P83916; Potency, µM (series often up to 114 µM), without a hit: at the top dose activity change, negative = inhibition, most hits filed as inhibitors; AlphaScreen HP1-beta / biotin-H3K9me3 peptide binding; note: potency is the fitted concentration of half-maximal effect; nearly all actives have a fitted effect of over 70% in size; inactives centre near 23
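AlphaScreen: HP1-beta (50 nM) preformed 30 min with biotin-H3(1-18)K9me3 peptide (50 nM) in PBS pH 7.4, 0.01% Tween-20. Compound added for 30 min at RT, then streptavidin donor/nickel chelate acceptor beads (10 ug/mL) for 30 min.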
USP1 inh: blocks the human USP1/UAF1 deubiquitinase complex. Potency, µM (top dose mostly 57.1 µM), for the others: at the highest dose activity change, negative = inhibition, hits mostly inhibitors. 0.23% of 390,000 active. recombinant USP1/UAF1, Ub-Rhodamine cleavage fluorescence; note: potency is the fitted concentration of half-maximal effect; % is set by controls: 0 for no effect and ±100 for the full control effect; nearly all actives have a fitted effect of over 60% in size; inactives centre near -12
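Step one: compound is pinned into 1nM USP1/UAF1 in HEPES pH 7.8 buffer with TCEP. Step two: 15 min room-temperature incubation. Step three: Ub-Rho (150nM final) starts cleavage, tracked by fluorescence over six one-minute reads.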
* hit, by the source's call; i = inactive; ? = inconclusive; nt = no result given; & = joins results of further samples; [ ] = dose if it differs, or a comment. Unless noted, calls come from the whole dose curve; as a rule, active = well fitted curve in the direction sought with a large enough effect; inconclusive = small, poorly fitted or top-dose-only effect, or another doubt; inactive = no such curve, though single readings can be large; an effect the other way counts as inactive or inconclusive. A portion of the library; rates above refer to the full screens.

Molecule | rTrxR1 inhibitor | PGK inhibitor | TrxR1 substrate | mIDH1 inhibitor | Pin1 inh | PI4K2A inh | GLS inhibitor | HP1b binding inh | USP1 inh
CC1=NN(C(=O)c2ccc(C)o2)C(O)(c2ccccc2)C1 (centres undefined) | 19% | i | 4% | 3% | -1% | -9 | 5% | 20% | -17%
O=[N+]([O-])c1ccc(NC(=S)N2CCOCC2)cc1 | -15% | -4% | -8% | 5% | -7% | -3 | 22% | 20% | -24%
COc1ccc(Cl)cc1N(CC(=O)Nc1ccccc1C(=O)N1CCOCC1)S(C)(=O)=O | 13% | 5% | 5% | 2% | 3% | -1 | 1% | 46%[activator] | -15%
COc1ccc(S(=O)(=O)NCC(=O)N(CC(=O)NC(C)(C)C)Cc2cccs2)cc1 | 16%[11.4 µM] | -2% | 2%[11.4 µM] | -3% | -1% | 3 | ? | 34% | -16%
COc1ccc(-c2nc3c(Br)c(N)c(Br)cc3o2)cc1 | 23% | -7% | 5% | -1% | 4% | 4 | 3% | 5% | -13%
O=C(c1ccc(F)cc1)C1CCN(C(=O)c2c(F)cccc2F)CC1 | 9% | -2% | -3% | -1% | 0% | -3 | 1% | 20% | -5%
O=C1CCC(C(=O)N2CCC(CO)(Cc3ccc(Cl)cc3)CC2)=NN1 | 19% | 8% | 7% | -3% | 0% | -1 | -9% | 40%[activator] | -19%
CN(C)S(=O)(=O)c1ccc(N2CCCC2)c(C(=O)Nc2ccc(F)cc2F)c1 | 9% | 15% | -2% | 0% | -2% | -1 | -7% | 13% | -5%
CC(c1ccon1)N(C)C(=O)CCc1nnc(CCCCc2ccccc2)o1 (centres undefined) | -3% | 6% | 1% | -4% | -6% | 1 | -3% | 46%[activator] | -25%
CC1CCC2(CC1)NC(=O)N(CC(=O)c1ccc[nH]1)C2=O (centres undefined) | 16%[57.1 µM] | -1% | 4%[57.1 µM] | -1% | -1% | -9 | -2% | 28% | -14%
COC(=O)c1ccc(N=NNc2ccc(C(=O)OC)cc2)cc1 | 10% | 5% | 3% | 4% | 6% | 2 | 5% | 18% | 1%
COc1ccc(/C=C/C(=O)NC(=S)NNC(=O)c2cc(OC)c(OC)c(OC)c2)cc1OC | -19% | -10% | -11% | 4% | -8% | 0 | 27% | 4% | -11%
Cc1cccc(C)c1NC(=O)c1cc(-c2ccccn2)nc2ccccc12 | -9% | -1% | -10% | 11% | -6% | 0 | -7% | 31% | -18%
COC(=O)N/N=C/c1cc(Cl)cc(Cl)c1OCc1ccc(F)cc1 | 8% | 6% | 2% | 0% | -8% | 2 | 8% | 3% | -6%
COc1ccc(CC(=O)OCC(=O)Nc2ccc3c(c2)OCCO3)cc1OC | 4% | -10% | 0% | 1% | 2% | 5 | -3% | 32% | -19%
O=C(c1cccc([N+](=O)[O-])c1)N1CCN(c2n[nH]c(=O)[nH]c2=O)CC1 | 11% | -3% | 2% | 15% | -7% | 0 | -6% | 35% | -18%
CCOc1cc(N2CCOCC2)c(OCC)cc1NC(=O)COC(=O)COc1ccc(C#N)cc1 | 12% | 1% | -2% | 3% | -4% | 0 | -10% | 6% | -23%
CCOc1ccc(C(=O)NCc2nc(-c3ccc(Cl)cc3)no2)cc1OCC | 11% | -2% | 3% | 0% | 1% | -1 | -13% | 29% | -8%
CC(=NNC(=S)N1CCN(c2ccccn2)CC1)c1ccccn1 | 15%[11.4 µM] | -3% | 11%[57.1 µM] | 2% | 28% | -3 | 6% | ? | -8%
CN1CCC(=O)N(C(CSc2ccc(Br)cc2)c2ccccc2)CC1 (centres undefined) | -16% | nt | -4% | nt | 3% | nt | nt | 7% | nt
CN(CC(=O)N1CCCc2c1c(=O)oc1ccc(O)cc21)Cc1ccccc1 | 4% | 7% | 6%[57.1 µM] | 4% | 1% | 2 | 39%[activator] | 25% | -5%
CCOc1ccccc1NC(=O)c1cnc(N2CCOCC2)c2ccccc12 | -14%[57.1 µM] | i | -7%[57.1 µM] | 5% | 0% | 0 | 6% | 27%[57 µM] | -10%
C#CCOCCOCCOCCNc1nc(N2CCN(C(=O)C([C@@H](C)CC)n3cc(C(N)COC(=O)C(F)(F)F)nn3)CC2)nc(N2CCN(C(=O)C([C@@H](C)CC)n3cc(C(N)CC(C)C)nn3)CC2)n1 (some centres undefined) | 4%[57.1 µM] | i | 7%[57.1 µM] | -9% | 0% | -1 | 5% | 29% | -25%
CCOc1ccc(Nc2ncnc3ccc([N+](=O)[O-])cc23)cc1 | 20%[57.1 µM] | -7% | 11%[57.1 µM] | 2% | -7% | -19 | 8% | -5% | -20%
CC(=O)OCC(=O)N1N=C(c2ccc3ccccc3c2)CC1c1ccccc1 (centres undefined) | 14% | 2% | 5% | 0% | -7% | 4 | -2% | 26% | -27%

Next part, starting with the last 5 of the part before.
Molecule | rTrxR1 inhibitor | PGK inhibitor | TrxR1 substrate | mIDH1 inhibitor | Pin1 inh | PI4K2A inh | GLS inhibitor | HP1b binding inh | USP1 inh
CN(CC(=O)N1CCCc2c1c(=O)oc1ccc(O)cc21)Cc1ccccc1 | 4% | 7% | 6%[57.1 µM] | 4% | 1% | 2 | 39%[activator] | 25% | -5%
CCOc1ccccc1NC(=O)c1cnc(N2CCOCC2)c2ccccc12 | -14%[57.1 µM] | i | -7%[57.1 µM] | 5% | 0% | 0 | 6% | 27%[57 µM] | -10%
C#CCOCCOCCOCCNc1nc(N2CCN(C(=O)C([C@@H](C)CC)n3cc(C(N)COC(=O)C(F)(F)F)nn3)CC2)nc(N2CCN(C(=O)C([C@@H](C)CC)n3cc(C(N)CC(C)C)nn3)CC2)n1 (some centres undefined) | 4%[57.1 µM] | i | 7%[57.1 µM] | -9% | 0% | -1 | 5% | 29% | -25%
CCOc1ccc(Nc2ncnc3ccc([N+](=O)[O-])cc23)cc1 | 20%[57.1 µM] | -7% | 11%[57.1 µM] | 2% | -7% | -19 | 8% | -5% | -20%
CC(=O)OCC(=O)N1N=C(c2ccc3ccccc3c2)CC1c1ccccc1 (centres undefined) | 14% | 2% | 5% | 0% | -7% | 4 | -2% | 26% | -27%
NC(=S)N/N=C/c1coc2ccc(F)cc2c1=O | -8%[57.1 µM] | 0% | 2%[57.1 µM] | 0% | -11% | 2 | -15% | 11% | 8%
COC(=O)c1ccc(CSc2nc3sc(C)c(C)c3c(=O)[nH]2)cc1 | 41%[activator] | -4% | 5% | -3% | ? | -7 | 2% | 35% | -12%
CC1CCN(C(=O)c2[nH]cnc2C(=O)Nc2ccon2)CC1 | ? | 6% | 2%[57.1 µM] | -3% | -4% | 3 | -6% | 1% | -5%
CCOc1ccc(NC(=O)CN(C)C(=O)c2c(C)nn(Cc3ccccc3Cl)c2C)cc1OCC | 7% | 3% | 0% | 17% | -4% | -8 | 10% | 21% | 3%
Oc1ccc2ccccc2c1CNc1ccc2ccccc2c1 | -14% | 6% | -1% | 14% | 3% | 6 | -5% | ? | -19%
CCN(C(=O)COC(=O)CCC(=O)c1cccs1)c1c(N)n(Cc2ccccc2)c(=O)[nH]c1=O | -6% | -5% | -5% | -1% | 1% | 6 | -1% | 6% | -11%
COc1ccc(C(CCN2CCN(c3ccccc3)CC2)c2c(O)cc(OC)cc2OC)cc1 (centres undefined) | 24%&26% | -5% | -5%&-1% | 2% | ? | 2 | 21% | -23%&-13% | ?
Cc1ccc(S(=O)(=O)C(CNC(=O)C(=O)NCc2ccc(Cl)cc2)c2ccco2)cc1 (centres undefined) | -12%[57.1 µM] | -7% | -9%[57.1 µM] | -7% | 10% | -2 | -10% | 37% | -7%
Cc1cc([N+](=O)[O-])nn1CCCC(=O)NCc1ccccc1 | 12% | -8% | 6% | 6% | 2% | -1 | 11% | 16% | -6%
CC(=O)N(c1ccccc1)C1SC(=O)N(c2ccccc2)C1=O (centres undefined) | 4% | i | 13% | 3% | -2% | 4 | -4% | 26% | ?
O=C1CCCN1C(=O)CCC(=O)N1CCCC1=O | 10%[57.1 µM] | -4% | 7%[57.1 µM] | 1% | 2% | 2 | -18% | 40%[activator] | -17%
COc1ccc(CN2C(=O)CCC2(C)C(=O)NC2CCCCCC2)cc1 (centres undefined) | -7%[57.1 µM] | -3% | 2%[57.1 µM] | 2% | 2% | -1 | 4% | 10% | -9%
O=C(CCCn1c(=S)[nH]c2ccsc2c1=O)Nc1ccc(F)cc1 | nt | -3% | nt | -2% | nt | 0 | -16% | nt | -10%
C[C@H](CO)N1C[C@H](C)[C@@H](CN(C)C(=O)Nc2ccccc2)Oc2cc(Br)ccc2S1(=O)=O | nt | -10% | nt | 11% | nt | 4 | -14% | nt | -15%
C/C(=N/O)c1ccc2c(c1)OCCOCCOc1cc(/C(C)=N/O)ccc1OCCOCCO2 | -8% | -2% | -6% | 1% | 5% | 1 | 12% | 4% | -10%
